# Pf gametocyte – kills late stage P. falciparum gametocytes | P. falciparum stage V gametocytes, ATP luminescence, 24 h | inhibition, % at 10.9 µM | 150,000 compounds, 0.065% hits | AID 743093;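 active = inhibition above the mean plus 3 SD of compounds within the control limits, set per campaign, cut at about 38% in these data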;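 note: 0% = DMSO wells and 100% = medium only without gametocytes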
# Rab2 wt GTP – changes GTP binding to wildtype dog Rab2A, up or down | 190,000 compounds, 0.19% hits | AID 760 | GST-Rab2 wt beads, Bodipy-GTP binding, flow cytometry | GTP binding activity, % at 10 µM;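 active = GTP binding activity at least 20 points away from 100%, either lowered or raised; inconclusive = signal likely due to the compound's own green fluorescence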;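 note: 0% = beads with excess unlabeled GTP and 100% = no-compound control corrected for plate trend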
# Mcl1 Noxa PPI – disrupts binding of human Mcl-1 to Noxa peptide; Q07820; TR-FRET Mcl-1/Noxa peptide binding, 2 h; inhibition, % at 21.7 µM; 220,000 compounds, 1.5% hits; AID 1022;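 active = compounds that cut the protein-peptide binding signal by more than 50% relative to plate controls in a single-dose test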;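 note: His-tagged Mcl-1 with rhodamine Noxa BH3 peptide and terbium anti-His antibody; 0% = Mcl-1 plus Noxa peptide wells and 100% = peptide-only wells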
# Target sequence (Q07820 whole entry, looked up): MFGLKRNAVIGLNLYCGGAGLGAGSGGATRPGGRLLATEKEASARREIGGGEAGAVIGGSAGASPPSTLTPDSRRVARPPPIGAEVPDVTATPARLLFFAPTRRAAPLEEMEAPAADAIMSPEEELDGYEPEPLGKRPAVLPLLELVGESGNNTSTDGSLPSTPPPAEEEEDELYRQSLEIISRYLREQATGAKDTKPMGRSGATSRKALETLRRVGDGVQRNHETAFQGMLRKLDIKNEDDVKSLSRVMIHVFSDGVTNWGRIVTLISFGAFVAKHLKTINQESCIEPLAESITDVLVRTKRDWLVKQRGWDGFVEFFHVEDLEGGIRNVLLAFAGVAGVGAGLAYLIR
# Avidin bead fluor – avidin bead compound fluorescence profile. 220,000 compounds, 0.38% hits. AID 1775. fluorescence (KMESF) at 10 µM. Avidin beads, compound fluorescence 488/530 nm, flow cytometry; stronger effect = higher value; in the data active = fluorescence above about 47; note: inactives centre near 10
# Rac1 wt modul – modulators of human Rac1 wildtype GTP binding. P63000. GST-Rac1 beads, fluorescent GTP binding, flow cytometry; actives lie on both sides; 0 = cold GTP competed, 100 = untreated. GTP binding activity (% of control), % at 10 µM. 190,000 compounds, 0.27% hits;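 active = GTP binding activity at least 20 points away from the 100% control level, either lower or higher; inconclusive = compound flagged as likely green fluorescent, judged across all proteins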
# Cdc42 wt – changes GTP binding to wildtype human Cdc42; P60953; GST-Cdc42 beads, Bodipy-GTP binding, flow cytometry; actives lie on both sides; percent activity (GTP binding), % at 10 µM; 190,000 compounds, 0.2% hits; AID 761;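 active = percent activity GTP binding at least 20 points away from the 100% baseline, either down as inhibitor or up as activator; inconclusive = compound flagged as likely green fluorescent from well-wide comparison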;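 note: median bead fluorescence of bound Bodipy-FL-GTP at 100 nM; 0% = excess unlabeled GTP control and 100% = no compound control; below 100% means less GTP binding so inhibitor and above means activator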
# Target sequence (P60953 whole entry, looked up): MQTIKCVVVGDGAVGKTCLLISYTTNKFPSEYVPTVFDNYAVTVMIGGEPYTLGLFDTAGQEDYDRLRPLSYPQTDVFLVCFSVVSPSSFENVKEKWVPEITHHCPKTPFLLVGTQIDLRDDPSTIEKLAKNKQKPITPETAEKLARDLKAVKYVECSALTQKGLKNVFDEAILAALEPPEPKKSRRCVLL
# Rab7 wt GTP bind – modulators of GTP binding to dog Rab7 wildtype GTPase | GST-Rab7 beads, fluorescent GTP binding, flow cytometry; actives lie on both sides; untreated = 100%, excess cold GTP = 0% | GTP binding activity (percent of control), % at 10 µM | 190,000 compounds, 0.055% hits | AID 758;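 active = fluorescent GTP binding to Rab7 beads changed by at least 20 points from the 100% baseline, either direction, mostly lower; inconclusive = compound itself probably fluorescent, or too few beads counted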;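 note: median green fluorescence of bound Bodipy-FL-GTP per Rab7 bead population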
# Bim-Mcl-1 – disrupts Bim peptide binding to human Mcl-1. Q07820. Bead-based flow cytometry, Bim peptide-Mcl-1 binding. inhibition, % at 10 µM. 190,000 compounds, 0.1% hits; in the data active = inhibition above about 40%;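 note: 0% = no compound tracer wells and 100% = peptide blocker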
# HRas wt GTP bind – changes GTP binding to wildtype human HRas | P01112 | GST-Ras wt beads, Bodipy-FL-GTP binding, flow cytometry; actives lie on both sides | GTP binding activity, % at 10 µM | 190,000 compounds, 0.14% hits;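 active = GTP binding activity at least 20% away from the 100% baseline, either lowered as inhibitor or raised as activator; inconclusive = flagged as likely green fluorescent, judged across all proteins in the well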;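 note: 0% = unlabeled GTP competition control and 100% = no-compound control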
# Target sequence (P01112 whole entry, looked up): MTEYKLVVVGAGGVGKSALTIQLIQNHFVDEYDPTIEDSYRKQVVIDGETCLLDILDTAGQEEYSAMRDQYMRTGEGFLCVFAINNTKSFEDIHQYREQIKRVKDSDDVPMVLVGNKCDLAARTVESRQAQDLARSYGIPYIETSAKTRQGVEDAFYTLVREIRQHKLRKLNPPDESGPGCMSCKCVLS
# Rac1 mut GTP – human Rac1 activated mutant GTP binding change; P63000; GST-Rac1 activated beads, fluorescent GTP binding, flow cytometry; actives lie on both sides; 100% means binding = to untreated wells; percent activity (GTP binding), % at 10 µM; 190,000 compounds, 0.11% hits; AID 764;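 active = GTP binding at least 20 percentage points away from the 100% baseline, in either direction, so actives lie on both sides; inconclusive = Compound likely fluorescent itself, or too few beads counted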
# Mcl1-Bid inh – disrupts binding of human Mcl-1 to Bid peptide; TR-FRET Mcl-1/Bid-Dy647 peptide binding, 1536-well; inhibition, % at 21.7 µM; 220,000 compounds, 0.97% hits;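 active = compounds that cut the binding signal by more than half at the single screening dose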;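 note: His-tagged Mcl-1 with europium anti-His antibody binding Bid BH3 peptide; 0% = Mcl-1 plus peptide wells and 100% = peptide-only wells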
# * hit, by the source's call; ? = inconclusive; . = not tested or not shown. The order is random (roughly 2.7% active in at least one column).
SMILES,Pf gametocyte,Rab2 wt GTP,Mcl1 Noxa PPI,Avidin bead fluor,Rac1 wt modul,Cdc42 wt,Rab7 wt GTP bind,Bim-Mcl-1,HRas wt GTP bind,Rac1 mut GTP,Mcl1-Bid inh
CC1CCCC(NC(=O)CSc2nnnn2C)C1C (centres undefined),-4,95,-4,9,97,98,98,-1,97,95,-6
CCSc1nnc(NC(=O)CSc2ncccn2)s1,.,103,-8,14,107,100,104,1,103,100,1
COc1ccc(NC(=O)c2cccnc2N2CCCC2)cc1,.,104,-12,25,112,107,100,2,102,102,-6
Cc1nc2ccc(NC(=O)Cc3ccccc3F)cc2s1,-8,92,19,53*,97,95,96,-2,93,95,-15
O=C(COc1ccccc1N1C(=O)c2ccccc2C1=O)c1ccc(Cl)cc1,.,99,-4,14,107,102,100,-3,102,100,5
COCCCNC(=S)NNC(=O)c1ccoc1C,.,96,7,4,101,98,102,-1,97,97,-32
Brc1ccc(-c2cn3c(n2)CCc2ccc4cccnc4c2-3)cc1,.,92,-45,36,95,94,97,-2,96,92,-37
CN(C)c1cc2c(c(N(C)C)c1)C(=O)c1ccccc1C2=O,6,97,17,9,96,93,99,-6,96,93,-58
CC(C(=O)N1CCOCC1)N1c2cccc3cccc(c23)S1(=O)=O (centres undefined),.,96,12,6,99,99,99,2,96,96,-4
C/C(CC(=O)Nc1ccc(Cl)c(C(F)(F)F)c1)=N\NC(=O)c1ccccc1O,-23,98,2,13,102,97,98,0,95,98,-21
CCn1nc(C(C)C(=O)O)c2ccccc2c1=O (centres undefined),-4,96,10,20,96,94,96,0,95,93,-7
Cc1nonc1OCC(C)(COc1nonc1C)NC(=O)c1ccccc1,-21,99,4,22,104,102,99,-5,101,101,5

# Structures listed so far that contain a Cl atom (2):
SMILES,Pf gametocyte,Rab2 wt GTP,Mcl1 Noxa PPI,Avidin bead fluor,Rac1 wt modul,Cdc42 wt,Rab7 wt GTP bind,Bim-Mcl-1,HRas wt GTP bind,Rac1 mut GTP,Mcl1-Bid inh
O=C(COc1ccccc1N1C(=O)c2ccccc2C1=O)c1ccc(Cl)cc1,.,99,-4,14,107,102,100,-3,102,100,5
C/C(CC(=O)Nc1ccc(Cl)c(C(F)(F)F)c1)=N\NC(=O)c1ccccc1O,-23,98,2,13,102,97,98,0,95,98,-21

# Carrying on:
SMILES,Pf gametocyte,Rab2 wt GTP,Mcl1 Noxa PPI,Avidin bead fluor,Rac1 wt modul,Cdc42 wt,Rab7 wt GTP bind,Bim-Mcl-1,HRas wt GTP bind,Rac1 mut GTP,Mcl1-Bid inh
O=C(COC(=O)CNC(=O)c1ccc(Cl)cc1)Nc1ncc(C(F)(F)F)cc1Cl,21,94,4,12,99,100,99,-13,96,97,-8
CC(OC(=O)CCC(=O)c1cccs1)C(=O)Nc1ccc(Cl)cn1 (centres undefined),-12,98,-12,23,106,103,99,-7,100,100,-17
Cc1ccc(Nc2ncccc2C(N)=O)cc1,-18,99,-4,3,107,99,103,-5,104,98,6
CCOc1ncccc1C(=O)OCC(=O)Nc1ccc(C)c(S(=O)(=O)N2CCOCC2)c1,-3,98,4,18,102,98,100,-4,97,99,-47
CC(C)NC(=O)CSc1nnc(COc2ccccc2Cl)o1,-12,99,-18,9,99,99,97,1,96,97,-20
O=C(Cn1ncc2ccccc21)N1CCN(c2cccc(C(F)(F)F)c2)CC1,.,97,15,8,104,101,100,1,101,98,-10
O=C(CC(c1ccccc1)(c1ccccc1)c1ccccc1)N[C@@H](Cc1ccccc1)C(=O)O,.,92,19,5,92,88,100,-1,92,89,22
Cc1cc(C)cc(N(C(C)C(=O)N2CCOCC2)S(C)(=O)=O)c1 (centres undefined),8,?,10,14,?,?,?,-1,?,?,53*
O=C(N/N=C\c1ccccn1)C1c2ccccc2Oc2ccccc21,2,103,-15,11,102,98,107,-6,99,97,-7
COc1ccc(NC(=O)c2[nH]c(C)c(C(C)=O)c2C)cc1S(=O)(=O)N1CCOCC1,.,102,-7,13,104,104,101,-2,101,102,-8
Cc1nc2ccccc2cc1C(=O)N/N=C/c1cccs1,-24,101,1,8,103,100,99,-1,101,98,-12
Cc1ccccc1NC(=O)CSc1nc2ccccc2o1,.,100,10,0,101,98,100,-2,98,98,-8
CC(=NCC1CCNCC1)C1=C(O)CC(C)(C)CC1=O,.,104,0,13,109,107,102,-1,103,101,-10
CC(NC(=O)CSc1ccccc1C(=O)O)C1CC2CCC1C2 (centres undefined),-5,96,16,11,99,98,102,4,93,94,-38
O=C(Cn1nc(Cc2ccncc2)c2ccccc2c1=O)N1CCc2ccccc2C1,.,93,-7,10,98,97,97,0,97,97,-18
O=C(CSc1nnc(-c2ccc(F)cc2)c2ccccc12)Nc1ccccc1Cl,-4,98,10,7,104,104,103,-2,101,98,-5
Cc1cc(NS(=O)(=O)c2ccc(NC(=O)CCCOc3ccc(Cl)cc3)cc2)no1,-28,90,.,12,89,94,91,-1,93,91,4
O=C(O)CC/C(=C\c1ccc(N2CCOCC2)c([N+](=O)[O-])c1)c1nc2ccccc2s1,-9,74*,8,11,82,71*,80,-1,77*,72*,-16
CCOC(=O)c1sc(=S)sc1SCc1cccc(C(F)(F)F)c1,.,97,11,5,102,99,100,7,99,98,-12
Fc1cccc2sc(Nc3nc4cc5c(cc4s3)OCO5)nc12,-19,98,-15,11,100,95,98,-3,99,99,-11
Cn1c(-c2ccc(F)cc2)cnc1NCc1ccc(F)cc1,.,?,18,11,?,?,?,4,?,?,4
CC(C)c1cc(C(=O)N2CCCC(C(=O)c3ccc4ccccc4c3)C2)on1 (centres undefined),7,91,-17,7,91,88,94,-3,93,90,-34
COc1ccccc1Cc1noc(C(C)(C)NC(=O)c2ccccc2)n1,.,101,-16,5,103,103,103,0,102,99,0
COc1ccccc1N(C)S(=O)(=O)c1ccc(Cl)c(C(=O)NC2=NCCS2)c1,6,94,-3,17,91,92,97,0,94,93,-8
O=C(c1ccc(Cl)c(S(=O)(=O)N2CCOCC2)c1)N1CCN(Cc2ccccc2)CC1,.,102,0,17,102,100,102,1,102,98,5
COc1cc(CCC(=O)Nc2nnc(-c3cccnc3)s2)cc(OC)c1OC,-20,98,14,10,98,94,101,0,95,95,-8
CC1(C)CC(=O)C2=C(C1)c1c(ccc3ncccc13)NC2c1cccs1 (centres undefined),.,99,6,11,103,101,100,-1,101,100,-22
CCC(C)(C)NC(=O)C1CCN(c2nc(OC)nc(OC)n2)CC1,3,101,-12,5,103,97,96,1,98,97,-25
CC(C)CCNC(=O)NC(=O)COc1c(F)c(F)cc(F)c1F,-2,103,2,24,107,102,100,0,104,102,-22
OCCNCCCOc1ccc(Cl)cc1Br,-15,106,-1,17,101,104,103,-3,105,102,1
O=C1C2C(C(=O)N1c1ccccc1)N1CCCN1C2c1ccccc1 (centres undefined),-10,96,1,9,96,93,99,-2,95,93,-65
O=C1OC(c2ccc(O)cc2)(c2ccc(O)cc2)c2ccccc21,.,97,25,5,101,99,103,4,96,101,-3
COc1ccc(OC)c(C2CC(=O)Nc3c2c(=O)[nH]c2ncnn32)c1 (centres undefined),-19,98,14,10,104,100,96,0,99,97,-19
CC(CCc1ccccc1)NC(=O)CN1CCc2ccccc2C1 (centres undefined),.,96,11,12,95,96,95,0,96,96,-7
COc1ccc(C2C(C(C)=O)=C(O)C(=O)N2CCc2ccccc2)c(OC)c1 (centres undefined),6,102,3,7,100,101,102,-4,101,98,-23
COc1ccc(/C=C(\NC(=O)c2cccs2)C(=O)Nc2cccc3ccccc23)cc1OC,-30,98,16,4,104,101,99,-5,99,98,-7
CC(C)CC1(C(=O)NCc2cc(F)cc(C(F)(F)F)c2)C=CCN1C(=O)c1ccccc1 (centres undefined),.,99,6,10,100,100,98,-2,99,96,3
CCc1nc2ccccc2c(=O)n1NCCc1ccccc1,-31,98,10,2,100,101,98,-1,98,99,-4
Cc1ccc(CNc2oc(C)nc2C#N)cc1,.,101,-1,15,103,101,98,-6,100,99,-32
COc1ccc2oc(C(=O)NCCC(C)C)c(C)c2c1,-6,95,4,14,101,95,105,0,98,94,-19
Cc1cc(-n2c(C)cc(C(=O)CN3C(=O)NC4(CCCCC4)C3=O)c2C)no1,.,93,.,13,92,96,95,-4,95,91,-35
C=CCNC(=S)NNC(=O)C(CCC(C)C)CC(C)(C)O (centres undefined),.,103,10,17,104,100,102,1,104,99,-81
Cc1ccc(CSc2nnc(CS(=O)Cc3ccc(Cl)cc3Cl)n2C)cc1 (centres undefined),.,97,-13,7,97,99,96,0,98,94,-22
CCOCCCNC(=S)N1CCCN(c2nc3cc(C)cc(C)c3cc2C#N)CC1,.,95,-10,10,97,92,101,1,96,95,-20
Brc1ccc(-c2csc(/N=C/N3CCOCC3)n2)cc1,.,104,9,11,103,104,97,-2,103,101,-35
CCOC(=O)c1ccc(-n2c(N)c(C(=O)NCC3CCCO3)sc2=S)cc1 (centres undefined),-8,100,1,21,109,104,102,-15,104,99,-8
CC1CCc2c(C(=O)NCc3cccnc3)csc2C1 (centres undefined),.,101,12,6,104,100,104,-3,101,101,-53
CCOC(=O)c1c(-c2ccc(C)cc2)csc1/N=C/N(C)C,-16,96,0,15,94,95,97,-1,93,95,-33
COC(=O)[C@@H](NC(=O)Nc1ccc(S(N)(=O)=O)cc1)C(C)C,30,98,8,4,102,96,95,1,98,98,0
CCOC(=O)CSc1nnc(CNC(=O)c2ccc([N+](=O)[O-])cc2)n1C,-30,97,1,4,101,96,99,1,98,96,1
COc1cc2c(OC(C)=O)c3c(c(-c4ccc5c(c4)OCO5)c2cc1OC)C(=O)OC3,.,94,9,8,97,95,94,1,96,95,4
CCCCN1C(=O)CCC(C(=O)O)C1c1ccccc1 (centres undefined),.,99,-9,19,101,98,99,-3,99,100,-13
O=C(Nc1ccccc1)NC1CS(=O)(=O)CC1O (centres undefined),19,90,18,5,90,91,93,0,90,92,-10
CCOC(=O)C1(Cc2ccccc2C)CCCN(Cc2cn(C)nc2C)C1 (centres undefined),23,95,15,3,97,95,95,0,95,96,-8
COCCCNCCCOc1ccc(Cl)cc1Br,-13,106,6,24,104,105,106,0,105,101,15
COc1ccc(C)cc1NC(=O)CN1C(=O)c2ccccc2S1(=O)=O,.,101,18,8,106,99,101,-1,100,100,6
COC(=O)[C@H]1C2CCC(C(=O)OC)(CC2)[C@H]1C(=O)OC,.,?,6,9,?,?,?,0,?,?,-7
CC(C)c1cc(C(=O)NCCc2ccccc2)no1,13,108,4,11,109,104,102,-2,106,101,-4
CN(C)C(=O)c1cc(F)ccc1Sc1cc(Cl)ccc1Cl,6,102,16,11,98,100,103,0,100,96,-15
O=C(Nc1cc(Cl)cc(Cl)c1)C(NCCCO)c1ccccc1 (centres undefined),.,89,17,10,93,88,101,-2,90,85,-24
